# INS-1E GSIS act: GLuc luminescence reporter in INS-1E cells, primary screen for activators of glucose-dependent secretion of insulin; INS-1E GLuc reporter insulin secretion, 2-3 h; activation, % at 16.6 µM; hit rate 0.61% among 370,000;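 active = lowest replicate activation of at least 40%, so every replicate reaches that level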;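 note: 0% = median of neutral control wells and 100% = median of IBMX positive control wells; some compounds called inactive have numbers as strong as hits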
# FN deposit inh: inhibitors of fibronectin matrix deposition, primary screen, AH1F cells, Alexa488-fibronectin fluorescence, plate reader. AH1F fibroblasts, overnight. inhibition, % at 12.6 µM. hit rate 0.086% among 350,000. AID 743247, 2014;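 active = mean inhibition across replicates of 30% or more, regardless of how many single replicates reach that level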;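 note: positive control wells lacked labelled fibronectin entirely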
#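 Material: AH1F fibroblasts assembling fluorescent fibronectin matrix; amount: 10000 AH1F cells/well; medium: DMEM, 2% serum; reagent: Alexa488-fibronectin, 24 nM final in well; dosing: single compound dose, delivered by pin transfer; incubation: 1 h adhesion, overnight exposure; detection: fluorescence after three HBSS washes, excitation 485 nm, emission 525 nm; measure: fibronectin deposition inhibition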
# F508del corr: F508del CFTR correction, initial screen, CFBE line, single point. CFBE cells, YFP halide quenching; stimulated with forskolin plus potentiator P3; % fluorescence drop versus neutral controls. activity (quench increase), % at 7.58 µM. hit rate 0.36% among 350,000;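 active = mean added fluorescence quench of at least 8% versus neutral control, with both replicates also reaching 8%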;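 note: cells transiently co-express mutant CFTR-F508del with the halide-sensitive YFP; corrector assay measuring rescue of mutant channel to the surface after 24 h compound exposure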
# Statin myotox sup: suppressors of statin myotoxicity in C2C12 myotubes, primary screen, cell-based, single point, plate reader | hit rate 0.78% among 330,000 | C2C12 myotubes + simvastatin, ATP luminescence, 48 h; scaled: DMSO 0, geranylgeraniol control 100 | rescue of ATP level, % at 7.49 µM;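 active = mean ATP rescue above about 67%, or every replicate alone reaching that limit, limit read from the data, passing the limit was not always enough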;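 note: myotubes were challenged with 10 µM simvastatin during compound exposure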
# miR-122 sensor: miR-122 Renilla sensor signal increase in Huh7, primary screen, miR-122 inhibitor project, cell-based, single point, plate reader; Huh7 miR-122 Renilla luciferase sensor, 48 h; neutral wells = 0, positive control = 100; activation (reporter increase), % at 12.5 µM; hit rate 0.3% among 340,000; AID 602342, 2012;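 active = mean replicate activation score at least 90 and every replicate individually at or above 90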;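 note: higher luciferase means less miR-122 activity so hits act as miR-122 inhibitors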
# Cneo AK release: Cryptococcus neoformans cell lysis inducers, primary screen, AK release luminescence, single concentration; C. neoformans lysis, adenylate kinase release luminescence, 4 h; normalised: neutral wells 0, clomiphene wells 100; lysis activity, % at 15 µM; hit rate 0.2% among 360,000;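 active = mean lysis activity across replicates of at least 80%, whatever share of replicates individually reach that level; inactive = mean lysis activity below 80%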
#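 Test system: log-phase Cryptococcus neoformans yeast cells. Input: 5 × 10^6 yeast cells/mL. Medium: fresh YPD growth medium. Doses: single dose. Incubation: static 4 h at 37 °C with compound, 1 h detection. Measured by: luminescent adenylate kinase detection reagent. Read-out: signal increase indicating cell lysis. Benchmarks: Clomiphene.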
# PGC1a acetyl inh: inhibitors of PGC1a acetylation signal, primary screen, cell-based, U2OS, AlphaScreen, inhibitor mode; AlphaScreen anti-acetyl-lysine; with virally co-expressed GCN5 acetyltransferase; inhibition, % at 15.6 µM; hit rate 0.17% among 350,000; AID 651687, 2012;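 active = every replicate shows inhibition of at least 40%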;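 note: 0% = neutral control wells and 100% = positive control wells; some results beyond the cut were filed as inactive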
# PglD inh: C. jejuni PglD acetyltransferase inhibitors, primary screen, biochemical, DTNB colorimetric, single point. purified PglD enzyme, DTNB colorimetric CoA detection. inhibition, % at 12.5 µM. hit rate 0.098% among 360,000. AID 602405, 2012; in the data active = inhibition above about 16%, passing the limit was not always enough; note: strong numbers were not always called active
# * marks the source's active call; other numbers are inactive results; / = not tested or not shown; [ ] = remark or other dose.
SMILES,INS-1E GSIS act,FN deposit inh,F508del corr,Statin myotox sup,miR-122 sensor,Cneo AK release,PGC1a acetyl inh,PglD inh
CCOc1ccc(CCNC(=O)C2CCN(S(=O)(=O)N3CCC(C)CC3)CC2)cc1OCC,11,1,/,0,-33,-5,/,0
O=S(=O)(NCc1csc(-c2ccccc2)n1)c1ccc(Cl)s1,/,-1,-3.7,2,12,-2,-6,2
NS(=O)(=O)CCCc1ccccc1,1,-1,0.4,-1,-3,0,1,-3
Cc1noc(C)c1S(=O)(=O)Nc1cccc2c1O[C@H](CN(C)Cc1ccc(C(=O)O)cc1)[C@H](C)CN([C@@H](C)CO)C2=O,-10,/,0.0,/,-2[16.7 µM],1,3,-18
COc1ccc(CNC(=O)C(c2ccncc2)N(C(=O)Cc2cccs2)c2ccccc2C)cc1 (stereo not drawn),/,-1,/,-5,16,0,0,1
C/C=C\C(=O)Nc1cccc(C2=NOC3(C2)C[C@@H](C(N)=O)N(C(=O)C2(C)CC2)C3)c1 (stereo partly drawn),/,5,1.0,13,-8,1,1,1
COc1cccc(-c2sc3ccc(OC)cc3c2-c2ccc(C(N)=O)cc2)c1,1,4,4.7,10,8,0,/,-4
OCc1cn(-c2ccccc2)nc1-c1cc2ccccc2o1,-12,-14,-4.6,-88,-8,-11,-6,4
COc1cc([N+](=O)[O-])cc(/C=N/NC(=O)Cn2nc(C)cc2C)c1O,5,2,-0.3,13,6,/,-2,/
C[C@H](CO)N1C[C@H](C)[C@H](CN(C)S(=O)(=O)c2ccccc2F)OCc2ccccc2-c2ccccc2C1=O,-4,-8,-2.0,1,/,-2,-3,-3
CCOc1ccc(S(=O)(=O)Nc2cccc(-c3ccc(N4CCCCCC4)nn3)c2)cc1,/,-8,-1.0,-2,15,-2,-1,-6
C[C@H]1CN([C@@H](C)CO)S(=O)(=O)c2ccc(C#Cc3ccccc3)cc2O[C@H]1CN(C)CC1CC1,2,0,-0.6,-7,-7[16.7 µM],-7,-17,1
COc1cccc(NC(=O)CCC2CCN(C(=O)c3c(C)noc3C)CC2)c1,-1,9,0.4,8,/,-4,-3,-3
O=C(CSc1ccc(Cl)cc1)Nc1ccc(-c2nc3ccccc3[nH]2)cc1,106*,4,/,/,-20,3,-18,2
O=S(=O)(c1cccs1)N1CCN(CCOc2ccc(Cl)cc2)CC1,-12,-25,1.0,-18,/,/,-2,/
O=C1c2ccccc2C(=O)N1CCCc1nc(-c2ccccc2)no1,4,/,0.4,-9,-1,-3,7,-1
CCN1C(=O)CC(NC2CCN(C(=O)c3ccc(F)cc3)CC2)C1=O (stereo not drawn),-2,/,3.1,-7,/,-3,/,3
CC(C)NC(=O)Nc1ccc2c(c1)C(=O)N([C@@H](C)CO)C[C@H](C)[C@@H](CN(C)C(=O)c1ccncc1)OCCCC[C@H](C)O2,21,5,-1.1,/,1[16.7 µM],-2,2,0
Cn1c(=O)c2c(nc(Br)n2CCCc2ccccc2)n(C)c1=O,/,/,/,1,2,-2,-2,-2
Cc1ccc(N2CCN(C(=O)c3ccccc3NC(=O)/C=C\C(=O)O)CC2)cc1,/,/,/,28,-12,1,2,5
CCOC(=O)c1ccc(NC(=S)N2CCN(Cc3ccccc3)CC2)cc1,5,6,/,/,-2,9,13,-15
CCc1nc2ccc(C(=O)Nc3cc(-c4ccccc4)ccc3OC)cn2c1N(CCN(C)C)CC1CC1,0,-17,-1.9,-33,-7,13,-35,-3
CCOC(=O)COc1ccc(CCNC(C)=O)cc1,12,-2,/,-2,0,8,1,/
Cc1ccc(S(=O)(=O)NCC(=O)OCC(=O)N2C(C)CCCC2C)cc1 (stereo not drawn),-33,-3,6.9,-4,-5,1,8,-1
OC[C@H]1[C@H](c2ccc(C#Cc3cccnc3)cc2)[C@H]2CN(Cc3ccccc3F)CCCCN21,-22,/,-0.2,-24,-3[16.7 µM],-1,-6,-3

# Just Statin myotox sup, F508del corr and PGC1a acetyl inh (three entries from above):
SMILES | Statin myotox sup | F508del corr | PGC1a acetyl inh
CCOC(=O)COc1ccc(CCNC(C)=O)cc1 | -2 | / | 1
Cc1ccc(S(=O)(=O)NCC(=O)OCC(=O)N2C(C)CCCC2C)cc1 (stereo not drawn) | -4 | 6.9 | 8
OC[C@H]1[C@H](c2ccc(C#Cc3cccnc3)cc2)[C@H]2CN(Cc3ccccc3F)CCCCN21 | -24 | -0.2 | -6

# Later entries.
SMILES,INS-1E GSIS act,FN deposit inh,F508del corr,Statin myotox sup,miR-122 sensor,Cneo AK release,PGC1a acetyl inh,PglD inh
COCCNC(=O)c1ccc(-n2c(SCc3ccncc3)nc3ccccc3c2=O)cc1,-22,2,1.1,3,-5,0,-4,4
O=C(N/N=C/c1ccccn1)C1CC1,/,1,/,/,2,1,/,0
O=C(CCc1ccccc1)NCCSc1ccccc1,-5,7,0.6,8,-1,-1,4,12
Cc1cc2ccccn2c1C(=O)c1ccc([N+](=O)[O-])o1,-18,-5,-8.7,-6,9,-2,-32,-2
Cc1c(C(C)NC(=O)c2ccc3nc(Cc4ccccc4F)oc3c2)cnn1C (stereo not drawn),-5,10,1.1,0,-3,-1,0,0
COC(=O)c1cccc(NC(=O)C2C3CCC(C3)C2C(=O)O)c1 (stereo not drawn),/,/,/,/,-7,7,0,-1
O=C(COC(=O)c1ccc(C(F)(F)F)cc1)Nc1cccc(S(=O)(=O)N2CCCCC2)c1,21,-27,-3.2,-1,-3,1,-1,1
Cc1ccc(NC(=S)NNC(=O)Nc2ccccc2)cc1,-10,-1,1.4,/,/,/,-3,/
Nc1cc(C(=O)OCC(=O)Nc2ccc(N3CCOCC3)cc2)ccc1Cl,/,3,-3.2,-3,/,1,-4,2
O=C(COC(=O)C1C2CC3OC(=O)C1C3C2)Nc1ccc(F)cc1 (stereo not drawn),11,1,-0.5,9,/,-1,/,10
Cc1ccc(CC(=O)N(Cc2ccccc2)c2ccccn2)cc1,1,-5,0.7,-1,118*,/,-17,/
CC1(C(=O)Nc2ccc3[nH]ncc3c2)CCN1C(=O)C/C=C/c1ccccc1 (stereo not drawn),-7,3,0.9,2,9,-1,3,2
COc1ccc(C(C)C)cc1-c1ccc2nncn2c1,/,-1,4.4,-2,2,1,4,-6
C[C@]12CCC(O)CC1CCC1C2CC[C@]2(C)C(c3cc(C(F)(F)F)n[nH]3)CCC12 (stereo partly drawn),5,-7,0.7,12,/,1,/,4
COc1cc(OC)cc(C(=O)Nn2cc(C(=O)Nc3ccccc3F)c3ccccc3c2=O)c1,-1,5,-1.6,-1,1,1,0,2
COc1cc(/C=N/NC(N)=O)c(Br)cc1OCC(=O)Nc1ccccc1C,/,/,/,-22,3,0,-1,1
C[C@H]1CN([C@@H](C)CO)S(=O)(=O)c2ccc(C#Cc3cccnc3)cc2O[C@@H]1CN(C)C,7,-2,0.9,17,-9[16.7 µM],-1,15,-3
CCCC(=O)Nc1ccc2c(c1)nc1n2CCN(C2CCCCC2)C1,13,-5,-1.8,/,/,/,-5,/
CCCNC(=O)C(Cc1cccc(Cl)c1)NC(=O)c1ccc(C#N)cc1 (stereo not drawn),4,1,-0.2,2,1,-1,-2,-2
Cc1ccc(-c2ccc3c(c2)O[C@H](CN(C)C(=O)CN(C)C)[C@H](C)CN([C@@H](C)CO)S3(=O)=O)cc1,0,/,2.4,5,-14[16.7 µM],3,-6,-1
CCN(CC)CCN(C(=O)c1ccc2ccccc2c1)c1nc2cc3c(cc2s1)OCO3,-37,/,2.4,1,1,5,/,1
C[C@@H]1CCCCO[C@@H](CN(C)Cc2ccncc2)[C@@H](C)CN([C@H](C)CO)C(=O)c2cc(NC(=O)Nc3ccc(F)cc3)ccc2O1,25,0,4.9,12,-9[16.7 µM],0,-13,4
COc1cc(NC(=O)OCc2ccccc2)c2ncccc2c1,/,-11,3.4,-3,/,0,1,1
CCO[C@H]1OC(C(=O)N2CCN(Cc3ccccc3)CC2)=C[C@@H](c2ccc(C(F)(F)F)cc2)[C@@H]1CCCO,-52,-1,-1.2,-2,8,0,-16,1
CC1CCCN(C(=O)Cn2c3ccccc3c3nc4n(c(=O)c32)CCS4)C1 (stereo not drawn),5,3,1.8,19,-1,1,-5,-3
# Other entries.
SMILES,INS-1E GSIS act,FN deposit inh,F508del corr,Statin myotox sup,miR-122 sensor,Cneo AK release,PGC1a acetyl inh,PglD inh
COCC(=O)N1C[C@@H]2[C@H](c3ccccc31)[C@H](CO)N2C(=O)Nc1ccccc1Cl,9,/,-3.7,9,-24[16.7 µM],0,7,-1
O=C1CCN(Cc2ccccc2)C=C1c1ccc(C(F)(F)F)cc1,-12,-1,-3.0,-9,8,0,-4,-3
CCOC(=O)c1nn(-c2ccccc2C)c2nc(-c3ccc(C)cc3)c(C#N)c(=O)n12,/,/,/,-8,-8,5,-8,4
N#Cc1c(Cc2cccc3ccccc23)nn(CCO)c1N,10,-11,1.0,-6,/,-1,/,6
Cc1ccc(/C=C/S(=O)(=O)NCC(=O)OCC(=O)NCc2ccccc2)cc1,-7,4,1.4,-1,/,12,/,4
Cc1ccc(C2=NN(CC(=O)NCCC(C)C)C(=O)CC2)cc1,-3,/,-0.3,5,-4,-1,/,2
C[C@@H]1CN([C@@H](C)CO)C(=O)c2cc(NC(=O)Nc3ccc(F)cc3)ccc2O[C@@H](C)CCCCO[C@@H]1CN(C)S(=O)(=O)c1ccc(Cl)cc1,-1,-2,2.0,/,0[16.7 µM],0,1,2
Cc1ccccc1Nc1nnc(C)c(=O)[nH]1,/,-2,/,1,7,-10,8,4

# Three entries already listed, sorted by molar mass, ascending:
SMILES,INS-1E GSIS act,FN deposit inh,F508del corr,Statin myotox sup,miR-122 sensor,Cneo AK release,PGC1a acetyl inh,PglD inh
Cc1ccccc1Nc1nnc(C)c(=O)[nH]1,/,-2,/,1,7,-10,8,4
Cc1ccc(/C=C/S(=O)(=O)NCC(=O)OCC(=O)NCc2ccccc2)cc1,-7,4,1.4,-1,/,12,/,4
CCOC(=O)c1nn(-c2ccccc2C)c2nc(-c3ccc(C)cc3)c(C#N)c(=O)n12,/,/,/,-8,-8,5,-8,4

# From PubChem BioAssay
